MCL1 BIM primary: MCL1-BIM-BH3 interaction inhibition (human) | AID 2057 | Q07820 | inhibition, % at 10.9 µM | GST-MCL1 / FITC-Bim-BH3 fluorescence polarization | 320,000 compounds, 0.68% hits;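 active = inhibition above the mean inhibition of all tested compounds plus 3 SD, set per campaign, cut at about 40% in these data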;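 also: 0% = DMSO wells and 100% = unlabeled Bim-BH3 peptide control; higher means more loss of mP so more displacement of Bim peptide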
VLA-4 inh: inhibition in a human VLA-4 binding assay; P13612; VLA-4 expressing cells, ligand binding flow cytometry; inhibition, % (about 7 µM as worked out from the volumes in the protocol); 330,000 compounds, 0.2% hits; in the data active = inhibition above about 50%
MEX-5 binding: C. elegans MEX-5 TCR-2 RNA binding activity | Q9XUB2 | MEX-5/FITC-TCR2 RNA binding, fluorescence polarization; hits give low values | activity score (negative = inhibition of binding), % at 10 µM | 300,000 compounds, 0.38% hits | AID 1832;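 active = inhibition past about -25% in most replicates, and total fluorescence under double the plate's negative control median, limit read from the data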;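 also: 0% = DMSO and -100% = 5 µM competing unlabeled TCR2 RNA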
GLD-1 TGE inh: GLD-1-TGE RNA interaction inhibition (C. elegans) | purified GLD-1 + fluorescein TGE RNA, fluorescence polarization | AID 2280 | 320,000 compounds, 0.44% hits | inhibition, % at 5.96 µM | Q17339;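 active = percent inhibition above a per-plate cutoff, the plate mean of test compounds plus 3 SD, cut at about 30% in these data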;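 also: 0% = DMSO wells with GLD-1 and probe and 100% = wells lacking GLD-1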
PME-1 primary: PME-1 (human) inhibition; recombinant PME-1, FP-Rh probe fluorescence polarization; 320,000 compounds, 0.53% hits; Q9Y570; inhibition, % at 5.9 µM;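 active = inhibition above the campaign mean of all compounds plus 3 SD, cut at about 26% in these data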;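 also: competitive labeling of PME-1 active site by serine hydrolase directed probe; 0% = PME-1 with DMSO and 100% = wells lacking PME-1 enzyme; inhibitors block probe labeling so polarization falls and inhibition rises; many of its hits are not listed in these tables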
BCLXL inh: inhibitors of human Bcl-xL; GST-Bcl-xL / FITC-Bim BH3 peptide fluorescence polarization; AID 2129; 320,000 compounds, 0.7% hits; inhibition, % at 10.9 µM; Q07817;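 active = inhibition above the mean of all tested compounds plus 3 SD, cutoff set per campaign, cut at about 30% in these data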;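 also: 0% = DMSO wells and 100% = unlabeled Bim-BH3 peptide competitor; inhibitors lower millipolarization by displacing the labeled peptide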
Fam108B counter: counter-screen for RBBP9 inhibitors: inhibitors of mouse Fam108B; 300,000 compounds, 0.33% hits; recombinant Fam108B, FP-Rh probe fluorescence polarization; inhibition, % at 9.51 µM;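 active = inhibition above the screen mean inhibition plus 3 SD, computed separately per campaign, cut at about 18% in these data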;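 also: inhibitors lower polarization as less probe binds the enzyme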
Efflux pump mplx: antifungal efflux pump inhibition, Nile Red retention. 330,000 compounds, 0.44% hits. S. cerevisiae Candida pump triplex. inhibition, % at 10 µM. AID 485275;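 active = plate passing quality check with inhibition over a set limit, or well fluorescence over plate mean plus 4 SD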;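 also: Nile Red retained in pooled yeast measured as flow cytometry median fluorescence; 0% = buffer negative control and 100% = Enniatin B positive control; higher means more Nile Red kept so more efflux inhibition; some compounds called inactive have numbers as strong as hits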
GRK2 aptamer HTS: human GRK2 inhibition via aptamer displacement; AID 488847; bead flow cytometry, FAM-aptamer displacement from GRK2; 330,000 compounds, 0.59% hits; P25098; inhibition of aptamer binding, % at 10 µM;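 active = inhibition of aptamer binding above 40%, roughly 3 SD of noise, on plates passing a quality check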;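 also: median bead fluorescence of bound FAM aptamer so fluorescent compounds give negative values; no value below 0 was filed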
An asterisk follows results filed as active; . = no result given. Not all compounds are listed; count on the stated rates, not on these rows.

SMILES	MCL1 BIM primary	VLA-4 inh	MEX-5 binding	GLD-1 TGE inh	PME-1 primary	BCLXL inh	Fam108B counter	Efflux pump mplx	GRK2 aptamer HTS
COc1ccccc1C1CC(c2cccs2)=Nc2ccccc2S1 (stereo unspecified)	9	-3	5.1	-3	-7	6	-8	0.4	0
COc1ccccc1-c1nn(Cc2ccccc2)cc1C(=O)N1CCN(c2ncccn2)CC1	4	-15	.	6	2	-2	.	-0.1	8
COc1ccc2cc(C(=O)Nc3ccccc3)sc(=O)c2c1OC	-7	12	0.9	8	-5	-1	-1	0.3	6
COC(=O)c1cccc(-n2sc3ccccc3c2=O)c1	4	0	.	6	-2	-12	.	0.7	3
O=C(NCC1CCCO1)c1csc2c1CCCC2 (stereo unspecified)	-1	-2	-2.4	7	-2	-1	1	-0.4	3
O=C(CCc1nc2ccccc2c(=O)[nH]1)N1CCN(C/C=C/c2ccccc2)CC1	-1	30	1.1	6	2	3	2	0.0	13
O=C1Cc2cc(S(=O)(=O)Nc3cccc([N+](=O)[O-])c3)cc3c2N1CCC3	-6	-8	-1.9	2	2	2	2	0.0	4
Cc1cc(Br)c(NC(=O)COC(=O)CSc2nnc(-c3ccc(Cl)cc3)o2)c(Br)c1	5	8	-2.4	-2	8	0	2	0.0	0
c1ccc2c(-c3cn4ccccc4n3)c[nH]c2c1	-2	-85	0.9	1	3	-2	1	0.1	2
CNc1ccc(OC(F)F)cc1C(=O)c1ccccc1	0	5	0.8	4	7	5	2	-0.1	0
CC(OC(=O)CSc1ccc([N+](=O)[O-])cc1)C(=O)NCc1ccccc1 (stereo unspecified)	12	-16	-1.5	3	-1	2	2	-0.2	0
CC(C)c1ccccc1OCC(=O)Nc1ccccc1C(=O)N1CCOCC1	-3	-4	-0.9	12	-2	4	-2	-0.1	3
CC(=O)Nc1ccc(NC(=O)/C(=C/c2ccco2)NC(=O)c2ccccc2)cc1	-8	1	-0.1	4	-8	-1	0	-0.1	0
Cc1ccc(NC(=O)c2ccc3ccccc3n2)nc1	7	17	-1.0	7	-19	6	5	-0.2	0
COC(=O)c1ccccc1C(=O)N1CCOCCN(C(=O)c2ccccc2C(=O)OC)CCOCC1	8	2	-3.0	3	5	3	-2	0.3	0
COc1ccc([N+](=O)[O-])cc1NC(=O)CCCOc1ccccc1	0	11	1.9	1	6	3	-3	0.0	4
O=C(CN(CC1CCCO1)C(=O)CNS(=O)(=O)c1ccc(F)cc1)NCc1ccccc1 (stereo unspecified)	1	2	-1.5	-2	4	0	3	0.0	0
COc1ccc(C)cc1NC(=O)CSc1nc(SC)ns1	6	20	-0.1	-9	-4	0	-8	0.0	2
Cc1ccc(OCC(=O)c2cc(C)n(C3CC3)c2C)c([N+](=O)[O-])n1	-3	-13	-1.2	9	-7	0	2	0.2	4
COc1ccc(CC(=O)c2ccc(OC)c(OC)c2)cc1	3	-3	0.1	-4	-7	4	2	0.1	2
CCOc1ccccc1NC(=O)c1ccccc1NC(=O)c1ccco1	-7	2	0.1	1	5	1	-3	-0.2	1
Cc1[nH]c(=O)[nH]c(=O)c1S(=O)(=O)Nc1cccc(C(F)(F)F)c1	.	-3	-1.1	.	.	.	.	-0.1	0
Cc1cc(OCC(=O)NCCN2CCOCC2)cc(C)c1Cl	-12	9	-0.4	-5	-6	-2	-3	-0.2	1
COCc1cc(=O)[nH]c(SCC(=O)Nc2ccccc2)n1	-1	6	-0.8	1	3	3	2	0.1	1
CCOc1cccc(OCCOc2ccccc2[N+](=O)[O-])c1	-1	-14	-1.1	9	-8	2	-4	-0.1	2
O=C(COC(=O)c1ccccc1Cl)NCc1ccco1	.	12	.	1	.	.	.	0.0	5
O=C(c1cc(=O)[nH]c2ccccc12)N1CCN(S(=O)(=O)c2ccc3ccccc3c2)CC1	-4	7	1.3	2	8	1	1	0.0	0
Cn1c(Cc2ccccc2)nnc1SCc1ccc(C(=O)O)cc1	-14	19	2.3	3	-5	-5	-3	0.5	1
Cc1ccc(S(=O)(=O)NCC(=O)N2CCN(S(=O)(=O)c3ccc(Cl)cc3)CC2)cc1C	4	15	-2.6	-2	-5	3	-4	0.0	0
COc1ccc(C(C#N)(CCC#N)CCC#N)cc1OC	7	0	3.1	10	-6	4	1	-0.1	1
CC(=O)Nc1ccc(NC(=O)[C@@H]2CCCC[C@@H]2C(=O)O)cc1	-1	-7	-0.7	5	-4	1	6	-0.1	1
Cc1ccc(NC(=O)c2cc(NC(=O)C3CC=CCC3C(=O)O)ccc2N2CCOCC2)cc1Cl (stereo unspecified)	2	23	3.3	5	-4	3	2	0.1	5
CC(C)c1ccc(NC(=O)CSc2nc3ncccc3[nH]2)cc1	-4	14	1.9	-4	-6	-2	-7	0.1	2
Cc1cc(C)cc(N=c2c([N+](=O)[O-])nn(-c3ccc4c(c3)OCCO4)n2O)c1	-3	9	3.5	-2	3	4	7	-0.1	0
COc1ccc(/C=C/C(=O)OCc2cc(=O)n3c(n2)sc2ccccc23)cc1	-8	-2	.	1	-17	6	-12	0.0	0
CC1CCCCN1c1ncnc2ccccc12 (stereo unspecified)	5	-5	-0.6	-3	-1	6	-3	0.0	2
NC(=O)CC(NC(=O)Cc1ccc(Br)cc1)c1ccc(N2CCC(N3CCCC3)CC2)c([N+](=O)[O-])c1 (stereo unspecified)	7	21	-0.8	-1	6	6	1	-0.2	0
O=C(NCc1nc2ccccc2[nH]1)C1=C[C@@H](C2CCCCC2)C[C@@H](OCCCCO)O1	0	16	2.7	85*	-3	2	2	0.0	0
COc1ccccc1NC(=O)CCC(=O)N/N=C(/C)c1ccc(C)cc1	9	6	-2.3	6	-9	6	7	-0.5	1
COc1ccc(C(=O)c2oc3ccccc3c2N)cc1	1	23	-0.7	8	14	6	2	0.0	4

9 entries already listed, sorted by heavy-atom count, largest number first:
SMILES	MCL1 BIM primary	VLA-4 inh	MEX-5 binding	GLD-1 TGE inh	PME-1 primary	BCLXL inh	Fam108B counter	Efflux pump mplx	GRK2 aptamer HTS
NC(=O)CC(NC(=O)Cc1ccc(Br)cc1)c1ccc(N2CCC(N3CCCC3)CC2)c([N+](=O)[O-])c1 (stereo unspecified)	7	21	-0.8	-1	6	6	1	-0.2	0
Cc1ccc(NC(=O)c2cc(NC(=O)C3CC=CCC3C(=O)O)ccc2N2CCOCC2)cc1Cl (stereo unspecified)	2	23	3.3	5	-4	3	2	0.1	5
O=C(NCc1nc2ccccc2[nH]1)C1=C[C@@H](C2CCCCC2)C[C@@H](OCCCCO)O1	0	16	2.7	85*	-3	2	2	0.0	0
COc1ccc(/C=C/C(=O)OCc2cc(=O)n3c(n2)sc2ccccc23)cc1	-8	-2	.	1	-17	6	-12	0.0	0
COc1ccccc1NC(=O)CCC(=O)N/N=C(/C)c1ccc(C)cc1	9	6	-2.3	6	-9	6	7	-0.5	1
CC(C)c1ccc(NC(=O)CSc2nc3ncccc3[nH]2)cc1	-4	14	1.9	-4	-6	-2	-7	0.1	2
COc1ccc(C(C#N)(CCC#N)CCC#N)cc1OC	7	0	3.1	10	-6	4	1	-0.1	1
COc1ccc(C(=O)c2oc3ccccc3c2N)cc1	1	23	-0.7	8	14	6	2	0.0	4
CC1CCCCN1c1ncnc2ccccc12 (stereo unspecified)	5	-5	-0.6	-3	-1	6	-3	0.0	2

Additional structures:
SMILES	MCL1 BIM primary	VLA-4 inh	MEX-5 binding	GLD-1 TGE inh	PME-1 primary	BCLXL inh	Fam108B counter	Efflux pump mplx	GRK2 aptamer HTS
O=C(Nc1ccc(C(=O)NCCCN2CCCCC2)cc1)C1=CSCCO1	7	-1	-8.9	-2	-7	3	2	0.0	0
Nc1cc(N2CCCCC2)c(Cl)cc1[N+](=O)[O-]	-2	6	0.4	3	3	2	1	-0.1	0
COC(=O)N/N=C/c1cc(C)n(-c2ccccc2)c1C	-1	-1	-1.8	-2	-1	-2	3	0.1	2
Nc1nnc(CCN2C(=O)CSC2=O)s1	-3	-4	-0.3	0	-1	1	-1	-0.3	2
S=C1NC2=C(CCCC2=C2SCCCS2)C(c2ccccc2)N1 (stereo unspecified)	5	3	1.5	5	-8	4	-11	0.2	2
N#C/C(=C\c1ccccc1)c1ccccn1	2	-2	-2.2	3	-3	6	3	-0.1	0
Cn1c(=O)c(C(=O)NCc2ccc(F)cc2)c(O)c2ccccc21	4	5	2.5	7	4	6	-3	0.1	0
CCCC(c1nnnn1Cc1ccc(OC)cc1)N1CCN(C(=O)c2ccco2)CC1 (stereo unspecified)	5	6	-1.4	2	0	5	-1	-0.3	4
N#Cc1c(-c2cccs2)cc(C2CC2)nc1SCC(N)=O	1	1	2.1	3	1	-2	-1	-0.1	0
Cc1nc(Nc2ccncc2)c2oc3ccccc3c2n1	5	-4	-0.2	3	3	2	-2	-0.3	0
COc1ccccc1CCn1cc(C#N)c(=O)[nH]c1=O	0	13	-0.6	0	8	6	-3	0.1	1
O=C(c1ccc(S(=O)(=O)N2CCOCC2)cc1)N(c1ccccn1)C1CCCCC1	5	4	1.7	-9	-8	-1	2	0.0	2
COc1ccc(/C=N/N2CCN(c3ccncc3S(=O)(=O)N3CCCCC3)CC2)cc1	-1	2	2.9	0	0	2	-1	0.0	2
O=C(O)[C@@H]1CCCC[C@@H]1C(=O)N1CCc2ccccc2C1CN1C(=O)c2ccccc2C1=O (stereo partly specified)	3	15	-1.8	0	-5	4	3	0.1	0
CSc1ccc(C#N)cc1NC(=O)c1ccc(Cl)nc1	8	-6	1.2	-2	-2	4	-3	-0.1	0
CC(C)NCCCOc1ccc(C(C)(C)c2ccccc2)cc1	-2	1	-1.5	0	-2	3	-2	0.2	0
COCCn1nnnc1C(c1ccc(C(F)(F)F)cc1)N1CCOCC1 (stereo unspecified)	-3	-9	.	-2	-4	5	10	-0.2	4
O=C(O)CCC1(c2ccccc2)NC(=O)NC1=O (stereo unspecified)	-4	2	0.9	-5	-2	3	3	0.0	1
Cc1c(Cl)c([N+](=O)[O-])nn1CCCC(=O)Nc1cc(Oc2ccccc2)cc([N+](=O)[O-])c1	-1	14	2.5	3	4	3	-1	-0.1	0
O=C(O)c1ccc(-n2nncc2-c2ccccc2)cc1	-3	2	-4.8	5	-2	1	-3	0.4	0
CCOc1ccc(Nc2cc(C)c3ccccc3n2)cc1	-5	-7	0.8	-1	11	1	6	0.0	0
Cc1ccc2nc(N3CCN(C(=O)c4ccc(F)cc4)CC3)c(C#N)cc2c1	10	2	-4.6	9	0	3	-2	0.4	8
CCCCNC(=S)Nc1cc(S(=O)(=O)N2CCCCC2)ccc1C	1	6	1.8	-1	7	-1	-7	-0.1	1
CC(=O)NC(Cc1cc(C)ccc1C)C(=O)N1CCN(C(=O)c2ccc([N+](=O)[O-])cc2)CC1 (stereo unspecified)	1	8	3.0	3	1	5	0	0.0	0
